# CHT allo act: allosteric activators of human choline transporter CHT; Q9GZV3; CHT-expressing cells, membrane potential dye, choline EC20; active compounds read high; LV-AA mutant CHT in HEK293 cells; B-score at 10 µM; 310,000 compounds, 0.49% hits;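 active = initial fluorescence not abnormally high and integrated response B-score, plate-corrected, over 3 SD above library mean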
# Target sequence (Q9GZV3 whole entry, looked up): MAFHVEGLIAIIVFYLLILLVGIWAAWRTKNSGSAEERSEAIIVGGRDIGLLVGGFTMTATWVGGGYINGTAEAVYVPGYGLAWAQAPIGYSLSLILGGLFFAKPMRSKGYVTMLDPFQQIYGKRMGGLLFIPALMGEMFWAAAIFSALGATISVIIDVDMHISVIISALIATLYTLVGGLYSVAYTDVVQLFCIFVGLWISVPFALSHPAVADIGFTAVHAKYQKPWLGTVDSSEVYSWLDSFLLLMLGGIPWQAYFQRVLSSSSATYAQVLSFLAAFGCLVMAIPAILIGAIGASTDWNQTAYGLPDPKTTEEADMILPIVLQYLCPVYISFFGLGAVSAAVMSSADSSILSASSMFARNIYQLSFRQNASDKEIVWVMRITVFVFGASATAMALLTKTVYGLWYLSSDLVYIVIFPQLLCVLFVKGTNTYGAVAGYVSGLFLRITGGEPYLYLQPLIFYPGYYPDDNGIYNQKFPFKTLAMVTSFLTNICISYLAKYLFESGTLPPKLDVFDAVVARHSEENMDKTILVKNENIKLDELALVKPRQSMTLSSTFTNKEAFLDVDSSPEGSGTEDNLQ
# OX1R antagonist: human HCRTR1 antagonism; inhibition, % at 5 µM; 330,000 compounds, 0.43% hits; CHO/OX1R cells, Fluo-8 calcium fluorescence, orexin A; O43613; AID 434989;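 active = inhibition above its plate's threshold, mean inhibition of all tested compounds on the plate plus 3 SD, cut at about 37% in these data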;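 also: 0% = orexin A challenge wells and 100% = SB-334867-A antagonist wells; not every result past the cut was called active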
# Starred values were filed as active, the others as inactive; i = inactive; x = no result given.
SMILES,CHT allo act,OX1R antagonist
CCN(CC)CC(=O)Nc1cc(N(C)C)nc2ccccc12,i,-14
CCOC(=O)C(=O)N1CCC(C(=O)OC)CC1,i,-22
COc1ccc2[nH]c3c(=O)n(CCCCC(=O)N4CCCC4)c(=S)[nH]c3c2c1,i,-4
Cc1cc(N/N=C/c2ccncc2)c([N+](=O)[O-])cc1[N+](=O)[O-],i,-1
NC(=NCCc1ccc(Cl)cc1)NS(=O)(=O)c1ccc(F)cc1,i,-9
Cc1cc(=O)[nH]c(SCC(=O)Nc2ccc(Br)cc2)c1C#N,i,42*
Cc1ccc(-n2[nH]c(C)c(C=Nc3ccc(S(=O)(=O)Nc4nc(C)cc(C)n4)cc3)c2=O)c(C)c1,i,-3
O=C(N/N=C/c1ccc(O)cc1)c1csc2ccccc12,i,-9
N#CCCN(C(=O)COC(=O)C1CCN(S(=O)(=O)c2cccs2)CC1)c1ccccc1,i,-2
COc1ccc(-c2cn3ccccc3n2)cc1[N+](=O)[O-],i,-24
COc1ccc(C2C3C=CCC(c4cccc(-c5ccc(C)cc5)c4)C3C(=O)N2Cc2ccccc2)cc1Cl (stereo unspecified),i,-17
Cc1ccc(C(=O)Nc2cccc(C(F)(F)F)c2)cc1NC(=O)c1c[nH]c2cc(C(F)(F)F)ccc2c1=O,x,3
c1sc2[n+](c1C13CC4CC(CC(C4)C1)C3)CCS2,i,-8
c1ccc(CCc2nc3ccccc3[nH]2)cc1,i,5
Cc1ccc(NC(=O)COC(=O)COc2cccc3c2OC(C)(C)C3)cc1C,i,-10
Cc1ccc(OCCCn2ccnc2)c([N+](=O)[O-])c1,i,-12
Cc1ccc(CCN2CC(C(=O)NCc3ccc4c(c3)OCO4)CC2=O)cc1 (stereo unspecified),i,-12
COc1ccc(Nc2ncnc3ccccc23)c(OC)c1,i,-31
CCc1cc(C(=O)Nc2cc(S(=O)(=O)N(C)C)ccc2C)sc1C,i,-19
Cc1ccc(C(=O)O/N=C(\N)c2ccccn2)cc1,i,-21
Cc1cc(-c2ccc(Cl)cc2)c2cnn(C(C)C)c2n1,i,-17
CCCc1nnc(NC(=O)c2nc(S(=O)(=O)Cc3ccc(C)cc3)ncc2Cl)s1,i,8
CC(Oc1ccc2c3c(c(=O)oc2c1)CCCC3)C(=O)NCCN1CCOCC1 (stereo unspecified),i,-23
Cn1c(CN2CCCC2)c(C#N)c2ccccc21,i,-10
Cc1ccc(C2CC(=O)c3cnc(N4CCc5ccccc5C4)nc3C2)cc1 (stereo unspecified),i,-35
O=Cc1ccc(-n2nncc2-c2ccc([N+](=O)[O-])cc2)cc1,i,-14
CC1CCCC(NC(=O)CCC(=O)c2ccc(F)cc2)C1C (stereo unspecified),i,-44
Cc1ccc(NC(=O)c2ccncc2)cc1S(=O)(=O)N(C)C,i,-16
O=c1[nH]c(CN2CCN(c3ccccc3Cl)CC2)nc2ccsc12,i,-37
CC1(C)Cc2c(c(=S)nc(-c3ccccc3)n2CCCN2CCOCC2)CO1,i,-3
CC(C)c1ccc(CNc2ncc(Br)cn2)cc1,i,-20
Cc1cc(C)n(-c2nc3sc4c(c3c3nnc(SC(C)C)n23)CC(C)(C)OC4)n1,i,-20
CCc1ccccc1N(C(=O)CNC(=O)c1ccco1)C(C(=O)NC1CCCC1)c1cccnc1 (stereo unspecified),i,2
COc1ccc(CCC(=O)OCC(=O)N(C)c2c(N)n(Cc3ccccc3)c(=O)[nH]c2=O)cc1,i,-18
Cc1ccc(S(=O)(=O)/N=C(/Nc2ccc(F)cc2F)c2ccccc2)cc1,i,-17
CCOC(=O)c1c(NC(=O)c2ccc(S(=O)(=O)N3CCOCC3)cc2)sc2c1CCN(C)C2,i,5
Fc1ccc(F)c(CNc2ncnc3cc(Cl)ccc23)c1,i,-34
Cc1cc(NC(=O)CC(C)C)c(=O)n(Cc2ccccc2F)c1,i,-27
COC(=O)Cc1c(C)c2cc(Cl)c(OC(=O)c3ccco3)cc2oc1=O,i,-19
CC(=O)c1sc(-c2ccccc2)cc1N,i,-2
CCCCNc1nnc(SCC(=O)N2CCN(S(=O)(=O)c3ccc4ccccc4c3)CC2)s1,i,-23
COC(=O)C(C)N(C(=O)c1ccc(Cl)cc1)c1c(C)cccc1C (stereo unspecified),i,9
COc1ccc(CC2(CO)CCN(Cc3cccc4nccnc34)CC2)cc1,i,-21
CCCCC(=O)Nc1ccc(C(=O)NNC(=O)c2ccc(C)c(Br)c2)cc1,i,-18
Cc1cccc(N2CCN(C(=O)n3ccnc3)CC2)c1C,i,-3
N#CC1=C(N)C(C#N)(C#N)C(c2cccnc2)C2COCC=C12 (stereo unspecified),i,-15
CCCCCCCCCCC[C@@H](C[C@@H]1OC(=O)[C@H]1CCCCCC)OC(=O)[C@H](CC(C)C)NC=O,i,-7
COc1ccc(C2c3ccc(O)cc3Oc3ncn(CCCO)c(=N)c32)cc1OC (stereo unspecified),i,5
O=C1CCC(/C=C/c2ccccc2)=NN1Cc1ccccc1Cl,i,-26
NC(=O)C1CC(=O)N(c2ccc(OCc3ccc(Cl)cc3Cl)cc2)C1 (stereo unspecified),i,9
COc1ccc(C(=O)NCc2ccncc2)cc1OC,i,-11
COc1cc(N)ccc1NC(=O)c1cc2ccccc2o1,i,-22
Cc1cccc(NC(=O)CCN2CC(C)CC(C)C2)c1 (stereo unspecified),i,-13
NC(=O)c1ccc(F)cc1,i,6
CCC(=O)N1CCN=C1SCc1c(F)cccc1Cl,i,-15
CCNS(=O)(=O)c1ccc(NS(=O)(=O)c2cc(C)ccc2C)cc1,i,-10
O=P(OC1CCCCC1)(OC1CCCCC1)C(Nc1ccccc1)c1cccnc1 (stereo unspecified),i,-12
CCn1c(SC)nnc1-c1ccc(S(=O)(=O)N2CCCCC2)cc1,i,-15
CCc1c2ccccc2nn1-c1ccccc1C(=O)C(C)=O,i,-13
COc1ccc(-c2csc(NC(=O)COc3ccc(N(C)S(=O)(=O)c4ccc(C)cc4)cc3)n2)cc1,i,-2
# (further entries)
SMILES,CHT allo act,OX1R antagonist
Cc1cccc(N=C/C(C(=O)C(F)(F)F)=C(\O)c2ccco2)c1,i,-14
CCOC(=O)c1cnc2c(Cl)c(Cl)ccc2c1N1CCN(C)CC1,i,-34
COc1ccc(CNC(=O)CCc2ccc(S(=O)(=O)N3CCCCCC3)cc2)cc1,x,-8
COc1cccc(NC(=O)C2CCN(S(=O)(=O)c3ccc4c(c3)N(C(C)=O)CCO4)CC2)c1,i,-20
CCCSc1nc(-c2ccccc2)cc(C(F)(F)F)c1C#N,i,-15
CCCCn1c(O)c(N=NC(=O)Cn2c(C(F)(F)F)nc3ccccc32)c2ccccc21,i,-41
Cc1ccc(NC(=O)CN(C)C(=O)CSc2n[nH]c(N)n2)cc1,i,12
COc1ccc(S(=O)(=O)N2CCOCC2)cc1NC(=O)CN1CCCc2ccccc21,x,-34
COc1cc(OC)c2c(C)c(Cl)c(=O)oc2c1,i,-25
CC(Oc1cc2oc(=O)c3c(c2cc1Cl)CCC3)C(=O)NCCCn1ccnc1 (stereo unspecified),i,-22
Cc1ccc(-c2[nH]nc3c2C(c2ccc(OC(=O)N4CCOCC4)cc2)C(C#N)=C(N)O3)cc1 (stereo unspecified),i,-5
Cc1cccc(CSc2nnc(Cn3c(=O)sc4ccccc43)n2C)c1,i,-15
CN(Cc1ccc(N(C)C)cc1)C(=O)c1cc2ccccc2o1,i,7
O=C(Cn1c(=O)n(Cc2ccc(F)cc2)c(=O)c2ccccc21)NCC1CCCO1 (stereo unspecified),i,-5
COc1ccc(C2CC(c3cc(OC)ccc3OC)n3nnnc3N2)cc1 (stereo unspecified),i,-30
Cc1ccc(S(=O)(=O)N2CCN(Cc3csc(C)n3)CC2)cc1,i,-16
COc1ccc(Cl)cc1NC(=O)[C@@]1(CC(=O)O)CC(/C=C/c2ccccc2)=NO1,i,-11
CCN(CC)S(=O)(=O)c1ccc(NS(=O)(=O)c2ccc3oc(=O)[nH]c3c2)cc1,i,2
CCN1CCN(CCCN(Cc2ccco2)C(=S)Nc2ccccc2Cl)CC1,i,-6
Cc1ccccc1OCC(=O)OCC(=O)Nc1cc(C(F)(F)F)ccc1N1CCOCC1,i,-4
O=C(Nc1ccccc1)c1nc2ccccc2s1,i,-30
O=C(Nc1cccnc1)Nc1ccccn1,i,-17
CC1CCN(C(=O)CCCNC(=O)Cn2cnc3sc4c(c3c2=O)CCCC4)CC1,i,-37
O=C(OCCN1CCN(C2=NS(=O)(=O)c3ccccc32)CC1)c1cccc(Br)c1,i,-28
COC(=O)c1ccccc1NC(=S)NC(=O)COc1ccccc1,i,-9
COc1ccc(NC(=S)NC(NC(=O)CCl)C(Cl)(Cl)Cl)c([N+](=O)[O-])c1 (stereo unspecified),i,-8
C=CCN(C(=O)Nc1ccc2c(c1)nc(C)n2C)c1ccccc1,i,-1
CC(=O)Nc1ccc(NC(=O)C(C)OC(=O)COc2ccc(Nc3ccccc3)cc2)cc1 (stereo unspecified),x,41*
NNc1ccc2c(C(F)(F)F)cc(C(F)(F)F)nc2n1,i,-24
CC1Sc2ccc(S(=O)(=O)CCC(=O)NCc3ccccc3)cc2NC1=O (stereo unspecified),i,-19
COc1ccc(OC)c(Nc2nc(NCCCN(C)C)nc(N)c2[N+](=O)[O-])c1,i,-25
NC(=O)C(CCC(=O)c1ccc(Br)cc1)S(=O)(=O)c1ccccc1 (stereo unspecified),i,-20
O=C(NC1CCCC1)c1cc(-c2ccc(F)cc2)on1,i,-19
CCNC(=O)CC1C(=O)N(c2ccc(C)cc2)C(=O)N1CCc1ccc(OC)c(OC)c1 (stereo unspecified),i,-20
Cc1ccc(C(=O)N2c3ccccc3N(Cc3ccccc3)C(=O)C2(C)C)cc1,i,11
O=S(=O)(NCC(c1cccnc1)N1CCN(c2ccc(F)cc2)CC1)c1ccc(F)cc1 (stereo unspecified),i,-10
N#Cc1ccccc1CSc1ccc(-c2nc3ccccc3[nH]2)cn1,i,13
Cc1ccc(S(=O)(=O)N2CCCCC2C(=O)NCc2ccco2)cc1 (stereo unspecified),i,-11
CC(C)=CCCC(C)CCO (stereo unspecified),x,-7
Cc1ccc2c(C)c(C(=O)N3CCN(Cc4ccc5c(c4)OCO5)CC3)oc2c1C,i,-43
CCC1=NN(C(=O)c2cccc(Br)c2)C(O)(c2ccc(Br)cc2)C1 (stereo unspecified),i,-24
CN(C)CCCNc1oc(-c2ccccc2)nc1C#N,i,-15
C=CCn1c(SCC(=O)NCc2ccccc2)nnc1-c1ccccc1O,i,-28
CCOC(=O)c1cc(-c2csc(COc3ccccc3)n2)on1,i,9
Cc1ccc(/C=C/C(=O)Nc2cccnc2)o1,i,0
N#CC1=C(N)OC2=C(C(=O)CCC2)C1c1cc2c(cc1Cl)OCO2 (stereo unspecified),i,-12
COc1ccc(/C(O)=C2/C(=O)C(=O)N(CCN(C)C)C2c2ccc(C)cc2)cc1Cl (stereo unspecified),i,-19
c1ccc(Cn2c(Sc3nnnn3-c3ccccc3)nnc2-c2ccccc2)cc1,i,-11
COC(=O)C1=NNC2(c3ccc(C)cc3)C(=O)N(c3ccc(C)cc3)C(=O)C12 (stereo unspecified),i,-27
Clc1ccccc1OCCN1CCC(Cc2ccccc2)CC1,i,-23
C=CCn1c(NCc2c[nH]c3ccccc23)nc2ccccc21,i,-35
O=C(NNC1=NCCC1)c1cccc(Br)c1,i,-11
O=C(Cn1cnc2ccccc2c1=O)Nc1ccc(S(=O)(=O)N2CCCC2)cc1,i,-3
COc1ccccc1OCCNC(=O)C(c1ccccc1)c1ccccc1,i,-1
Cc1c(NC2=C(Cl)C(=O)N(c3ccccc3Cl)C2=O)c(=O)n(-c2ccccc2)n1C,i,-27
Cc1ccc(C)c(NC(=O)C(=O)NCCc2c[nH]c3ccccc23)c1,i,-9
CCN(CC)CCCNC(=O)C1c2ccccc2Oc2ccccc21,i,-16
Cc1nc(NCc2cccnc2)c2c3c(sc2n1)CCCC3,i,-31
CC(=O)c1ccccc1NC(=O)COC(=O)Cc1cccc(C(F)(F)F)c1,x,-10
CCOC(=O)C1C(c2cccc([N+](=O)[O-])c2)C2C(=O)NN=C2CC1(C)O (stereo unspecified),i,-15
O=C(NCCCn1ccnc1)/C(=C\c1cccnc1)NC(=O)c1ccccc1Br,i,2
COCCNC(=O)C1Cc2c(ccc3ccccc23)O1 (stereo unspecified),i,-8
